TIM10 inh: TIM10 yeast growth inhibition; S. cerevisiae TIM10 strain growth, BacTiter-Glo luminescence, 24 h; inhibition, % at 10 µM; 330,000 tested, 1.4% active; AID 463195;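 active = inhibition of 40% or more at the single tested concentration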;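 also: wild-type TIM10 isogenic control strain grown at permissive 25 °C; 0% = DMSO yeast wells and 100% = minimal medium wells without yeast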
APJ antagonist: antagonists of human APJ apelin receptor. CHO-K1 APJ beta-arrestin complementation, luminescence. inhibition, % at 20 µM. 330,000 tested, 0.32% active. AID 2521;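 active = inhibition above about 40% at 20 µM, limit read from the data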;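 also: cells challenged with 10 nM apelin-13 agonist together with compound; plate controls were apelin-13 plus DMSO wells for no effect and DMSO wells lacking apelin-13 for full effect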
Target sequence (P35414 whole entry, looked up): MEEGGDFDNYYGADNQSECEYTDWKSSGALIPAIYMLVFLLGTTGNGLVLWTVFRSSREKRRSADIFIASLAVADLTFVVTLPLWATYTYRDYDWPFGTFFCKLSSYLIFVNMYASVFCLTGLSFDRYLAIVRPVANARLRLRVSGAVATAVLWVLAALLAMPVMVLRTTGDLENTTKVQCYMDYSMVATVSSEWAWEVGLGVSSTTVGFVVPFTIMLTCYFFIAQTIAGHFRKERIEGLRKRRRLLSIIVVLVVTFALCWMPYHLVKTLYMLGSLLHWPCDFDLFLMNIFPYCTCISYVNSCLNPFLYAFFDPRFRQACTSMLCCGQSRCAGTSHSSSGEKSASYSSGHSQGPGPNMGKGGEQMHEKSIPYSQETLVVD
Mdm2-MdmX inh: human Mdm2/MdmX binding inhibition. AID 485346. 330,000 tested, 3% active. SaOS-2 split-luciferase Mdm2/MdmX complementation, luminescence. inhibition, % at 8 µM;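 active = inhibition of at least 50% at 8 µM in the primary screen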
tim23-1 inh: growth inhibitors of tim23-1 mutant yeast. S. cerevisiae tim23-1 growth, BacTiter-Glo luminescence, 24 h. inhibition, % at 20 µM. 330,000 tested, 1.3% active;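 active = growth inhibition of the mutant yeast at or above 50%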;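 also: temperature-sensitive mutant grown at 25 °C; plate controls were DMSO-treated mutant yeast for no effect and medium wells lacking yeast for full effect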
CXCR6 inh: CXCR6 (human) receptor inhibition. O00574. CHO-K1 PathHunter CXCR6 beta-arrestin, luminescence. 360,000 tested, 0.36% active. inhibition, % at 20 µM; in the data active = inhibition above about 34%, passing the limit was not always enough;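 also: antagonist mode with CXCL16 agonist at 10 nM final; 0% = 10 nM CXCL16 with DMSO and 100% = unstimulated wells without agonist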
Target sequence (O00574 whole entry, looked up): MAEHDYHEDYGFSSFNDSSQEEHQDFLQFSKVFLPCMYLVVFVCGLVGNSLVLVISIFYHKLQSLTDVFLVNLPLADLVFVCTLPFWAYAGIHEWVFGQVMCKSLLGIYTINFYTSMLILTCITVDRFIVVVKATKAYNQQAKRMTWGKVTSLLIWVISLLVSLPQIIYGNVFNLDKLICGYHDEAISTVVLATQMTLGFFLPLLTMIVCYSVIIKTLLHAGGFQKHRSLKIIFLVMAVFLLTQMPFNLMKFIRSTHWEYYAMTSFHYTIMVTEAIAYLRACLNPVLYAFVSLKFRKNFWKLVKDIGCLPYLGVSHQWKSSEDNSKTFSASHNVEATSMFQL
tim10-1 inh: growth inhibitors of tim10-1 mutant yeast | S. cerevisiae tim10-1 ts strain growth, BacTiter-Glo, 24 h | inhibition, % at 20 µM | 330,000 tested, 2.2% active;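 active = inhibition of at least 40%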;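 also: mutant grown at 25 °C; 0% = DMSO wells with yeast and 100% = wells holding no yeast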
CHOP UPR activ: apoptotic UPR (CHOP) activation | 330,000 tested, 0.34% active | CHO-CHOP luciferase reporter, luminescence; percent of tunicamycin response over DMSO baseline | AID 449763 | activation, % at 10 µM;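 active = at 10 µM dose, activation of 40% or more, normalized to positive control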;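 also: 100% = tunicamycin at 10 µg/mL and 0% = DMSO alone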
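System: CHO-CHOP luciferase reporter cell line | Buffer or medium: F12 medium containing 10% fetal bovine serum | Doses: One dose, 10 µM in 0.5% DMSO | Times: 6 h compound exposure at 37 °C after overnight seeding | Signal: Luciferase luminescence | Read-out: % activation vs tunicamycin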
UPR XBP1 act: activators of adaptive arm of unfolded protein response (XBP1); CHO-XBP1 luciferase reporter, IRE1-XBP1 UPR activation, luminescence; percent of tunicamycin response, DMSO as zero; activation, % at 20 µM; 330,000 tested, 0.33% active;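 active = versus positive control, 20 µM dose yields 30% or more activation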;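 also: 100% = tunicamycin at 10 µg/mL and 0% = DMSO only wells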
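Material: CHO-XBP1 cells stably carrying IRE1-XBP1-driven luciferase reporter | Medium: F12 with 10% serum | Compound dosing: 20 µM single concentration, DMSO 1% | Incubation: Overnight seeding at 37 °C, 6 h compound treatment at 37 °C | Detection: Steady-Glo luminescence read | Read-out basis: % activation of reporter signal versus tunicamycin and DMSO controls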
APJ agonist: activates the human apelin receptor APJ; CHO-K1 APJ PathHunter beta-arrestin, luminescence; 0% DMSO wells, 100% apelin; 330,000 tested, 0.11% active; P35414; activation, % at 20 µM;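 active = activation more than six SD over the plate average, tested at 20 µM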;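 also: 0% = DMSO alone and 100% = apelin-13 at 10 nM; some results filed as inactive read as strong as hits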
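Incubation: overnight seeding, 90 min compound at 25 °C, 1 h detection; test system: PathHunter CHO-K1 APJ (AGTRL-1) beta-arrestin reporter cells; amount: 1000 cells/well; doses: one dose, 20 µM compound, 1% DMSO; measured by: beta-gal luminescence; measure: agonist-driven arrestin binding to APJ; benchmarks: negative DMSO alone, positive Apelin-13 at 10 nM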
Starred values were filed as active, the others as inactive.

canonical_smiles	TIM10 inh	APJ antagonist	Mdm2-MdmX inh	tim23-1 inh	CXCR6 inh	tim10-1 inh	CHOP UPR activ	UPR XBP1 act	APJ agonist
CN(CC(=O)O/N=C(\N)c1ccccn1)S(=O)(=O)c1ccc(Br)cc1	13	-13	3	23	-11	32	0.4	-5	5
O=C(CCC1N=C2c3ccccc3N=C(SCc3ccccc3Cl)N2C1=O)NCc1ccco1 (stereo not given)	20	-1	5	17	3	27	3.3	3	-6
CC(NC(=S)Nc1ccccc1C(F)(F)F)C1CC2CCC1C2 (stereo not given)	30	13	-10	23	5	20	-1.5	-2	-1
CC(C)(C)c1nc2c(s1)CCc1onc(-c3ccc(Cl)cc3)c1-2	-10	6	0	-6	8	-5	0.7	-2	-8
CCCCN(C(=O)/C=C/c1ccco1)c1c(N)n(Cc2ccccc2)c(=O)[nH]c1=O	5	7	-1	15	2	0	0.7	-3	-2
CCOC(=O)CNC(=O)CSc1nnc(Cn2c(=O)sc3ccccc32)n1-c1ccccc1C	3	-7	10	8	-1	19	-1.0	0	-5
Cc1cccn2c(=O)nc(SCC(=O)N3CCOCC3)nc12	-5	14	17	-1	1	-16	3.9	-1	0
O=C(Cn1ccc(NC(=O)OCc2ccccc2)nc1=O)NCC1CCCO1 (stereo not given)	-6	-11	-28	15	-2	9	1.0	-1	0
Cc1ccc2cc(NC(=O)Cc3ccccc3)ccc2n1	-18	-4	-24	-8	-5	-2	4.8	2	-4
CC(=O)NNC(=O)c1sc(=S)n(C)c1C	-8	-9	4	15	2	-8	2.1	0	2
COCCN(CC(=O)Nc1cccc(C)c1C)C(=O)Cc1cccs1	17	-2	30	23	3	23	0.3	-2	2
O=C(c1ccc2c(=O)n3c(nc2c1)CCCCC3)N1CCN(c2ccc(Cl)cc2)CC1	2	-7	-4	28	-2	18	1.7	2	-4
COc1ccc(NC(=O)CSc2nnc(-c3cccs3)n2N)cc1S(N)(=O)=O	0	-2	14	4	6	15	-1.3	-1	3
O=C(CN1CCCCCC1)Nc1ccc(Br)cc1	1	17	-39	-6	0	2	0.5	1	-5
O=C(O)CCc1ccc(-c2ccc(Br)cc2)o1	9	26	14	31	3	38	-1.2	-2	-1
Cc1ccnc2nc(C(=O)OCC(=O)c3ccc(Cl)cc3)nn12	11	31	7	16	0	11	0.3	2	-5
CCC(=O)Nc1c(C)cc(C)cc1Cl	3	-1	0	6	13	3	-2.0	-5	-4
Cc1cccnc1NC(=S)Nc1ncccc1C	0	15	-176	10	6	25	4.4	1	-3
CC(=O)Nc1cccc(NC(=O)CSc2nccn2Cc2ccccc2)c1	2	-28	8	12	0	6	-0.7	-2	9
CCOc1ccccc1N1CCN(C2=C(NS(=O)(=O)c3cccs3)C(=O)c3ccccc3C2=O)CC1	27	-47	25	35	28	35	2.4	-3	3
CCc1nc2c(c(SC)nn2-c2ccccc2)c(N)c1C(=O)OC	10	-11	-15	3	-6	5	-0.2	1	-5
CC1CCN(C(=O)C2CCCN(S(=O)(=O)c3cccc4nsnc34)C2)CC1 (stereo not given)	-2	8	13	16	4	0	1.8	-1	2
Cc1ccc(C(=O)CCC(=O)Nc2cc(C)ccn2)cc1	4	-54	-13	1	7	-1	2.9	6	0
COC(=O)[C@@H]1C[C@H]2CC[C@H](O)C[C@H]2N1Cc1ccc(N2CCN(C)CC2)cc1	-9	-46	10	-8	-5	-16	2.1	-1	8
O=C(Cc1ccccc1F)NC1CCCN(Cc2ccc(Cl)cc2)C1 (stereo not given)	4	-8	6	12	-2	21	-1.7	-8	-5
CCOC(=O)N1CCC2(CC1)C(C#N)=C(N)Oc1n[nH]c(C)c12	-3	2	24	3	-3	3	0.4	0	-2
COc1cc(OC)c2ccc(=O)oc2c1C(CCN1CCN(c2ccccc2)CC1)c1ccc2c(c1)OCO2 (stereo not given)	-11	-4	42	-1	13	-6	0.6	-5	-3
Cc1ccc(CNC(=O)C2CCC(=O)N2Cc2ccc(F)cc2)cc1 (stereo not given)	11	7	-7	-1	-1	-4	-1.2	0	-2
O=C(NCCc1csc(-c2ccccc2)n1)c1ccc(Br)o1	-17	1	14	23	-5	21	1.3	-2	-3
COC(=O)c1sc(NC(=O)c2c(C)noc2C)nc1C	-1	6	9	6	0	-9	-1.8	-2	-4

Complete entries, quoted from the list.
`Cc1ccc(CNC(=O)C2CCC(=O)N2Cc2ccc(F)cc2)cc1` (stereo not given) is entered as TIM10 inh: 11; APJ antagonist: 7; Mdm2-MdmX inh: -7; tim23-1 inh: -1; CXCR6 inh: -1; tim10-1 inh: -4; CHOP UPR activ: -1.2; UPR XBP1 act: 0; APJ agonist: -2
`CCCCN(C(=O)/C=C/c1ccco1)c1c(N)n(Cc2ccccc2)c(=O)[nH]c1=O` is entered as TIM10 inh: 5; APJ antagonist: 7; Mdm2-MdmX inh: -1; tim23-1 inh: 15; CXCR6 inh: 2; tim10-1 inh: 0; CHOP UPR activ: 0.7; UPR XBP1 act: -3; APJ agonist: -2

3 of the entries above in order of their number in APJ antagonist, ascending:
molecule,APJ antagonist,Mdm2-MdmX inh,CXCR6 inh
CC(=O)Nc1cccc(NC(=O)CSc2nccn2Cc2ccccc2)c1,-28,8,0
O=C(NCCc1csc(-c2ccccc2)n1)c1ccc(Br)o1,1,14,-5
COC(=O)c1sc(NC(=O)c2c(C)noc2C)nc1C,6,9,0

A different layout for four compounds above:
CC(=O)Nc1cccc(NC(=O)CSc2nccn2Cc2ccccc2)c1
  TIM10 inh = 2
  APJ antagonist = -28
  Mdm2-MdmX inh = 8
  tim23-1 inh = 12
  CXCR6 inh = 0
  tim10-1 inh = 6
  CHOP UPR activ = -0.7
  UPR XBP1 act = -2
  APJ agonist = 9
CCOc1ccccc1N1CCN(C2=C(NS(=O)(=O)c3cccs3)C(=O)c3ccccc3C2=O)CC1
  TIM10 inh = 27
  APJ antagonist = -47
  Mdm2-MdmX inh = 25
  tim23-1 inh = 35
  CXCR6 inh = 28
  tim10-1 inh = 35
  CHOP UPR activ = 2.4
  UPR XBP1 act = -3
  APJ agonist = 3
CCc1nc2c(c(SC)nn2-c2ccccc2)c(N)c1C(=O)OC
  TIM10 inh = 10
  APJ antagonist = -11
  Mdm2-MdmX inh = -15
  tim23-1 inh = 3
  CXCR6 inh = -6
  tim10-1 inh = 5
  CHOP UPR activ = -0.2
  UPR XBP1 act = 1
  APJ agonist = -5
CC1CCN(C(=O)C2CCCN(S(=O)(=O)c3cccc4nsnc34)C2)CC1 (stereo not given)
  TIM10 inh = -2
  APJ antagonist = 8
  Mdm2-MdmX inh = 13
  tim23-1 inh = 16
  CXCR6 inh = 4
  tim10-1 inh = 0
  CHOP UPR activ = 1.8
  UPR XBP1 act = -1
  APJ agonist = 2

(cont.)
canonical_smiles	TIM10 inh	APJ antagonist	Mdm2-MdmX inh	tim23-1 inh	CXCR6 inh	tim10-1 inh	CHOP UPR activ	UPR XBP1 act	APJ agonist
O=c1c2[nH]c3ccc(F)cc3c2nc2n1CCCS2	18	4	20	32	-9	41*	1.9	-2	-1
OC(CCc1ccncc1)c1ccccc1 (stereo not given)	-2	-1	2	-4	2	7	-2.9	-2	-3
Cc1ccc2oc(C(=O)Nc3ccc(S(=O)(=O)Nc4ncccn4)cc3)c(C)c2c1	-17	25	-25	5	7	9	-0.4	-3	1
CCc1nn(CCCC(=O)NCc2ccccc2Br)c(=O)c2cc3occc3n12	3	-1	27	50*	-2	43*	0.4	4	-5
COc1ccc2nc(NC(=O)c3ccco3)sc2c1	28	-4	-54	52*	-4	29	-2.6	-11	-4
COC(C[C@@H]1O[C@H]1[C@H](O)COCc1ccccc1)OC	-14	-6	-3	-8	3	-25	1.4	0	0
CCOc1ccc(NC(=O)CN(C)S(=O)(=O)c2cnc[nH]2)cc1	5	-2	-9	8	-5	15	0.0	1	2
CCOC(=O)Cc1cc(=O)n2[nH]cc(-c3ccc(Cl)cc3)c2n1	10	-40	-39	16	-6	34	0.5	-6	-1
COCCNC(=O)c1cc2sccc2n1C	-4	8	23	-5	4	-9	-0.2	-3	-4
CCOC(=O)c1c(NC(=O)C(C)OC(=O)C2=COCCO2)sc2c1CCCC2 (stereo not given)	7	4	31	41	6	3	-1.9	-2	-5
COc1ccc(-c2ccc(N(C)C)cc2)cc1[C@H]1[C@@H]2C=CCC[C@@]2(C)C(=O)N1Cc1ccccc1	-7	-3	37	-2	28	10	1.4	5	-5
COc1ccc(-c2oc3cccnc3c2C#CCO)cc1	31	15	16	48	4	38	4.0	3	-3
Cc1ccccc1OCC(=O)N1CCCCCCC1	-6	4	-2	5	4	-1	2.5	-3	1
O=C(O)C1CCCCC1C(=O)NCCc1c[nH]c2ccccc12 (stereo not given)	-1	-22	2	-1	-4	7	-0.4	0	0
COc1ccc(N2CCN(C(=O)c3[nH]c4ccc(OC)cc4c3C)CC2)cc1	16	6	12	26	-2	36	-2.9	3	0
Cc1ccc(S(=O)(=O)N2CCN(C(=O)CN3CCOCC3)C2)cc1	-2	-6	-1	15	-12	9	-2.5	-3	-3
CC(=O)c1ccc(N2CCN(CCC#N)CC2)c(F)c1	3	9	1	10	6	3	-2.4	-7	-2
Clc1ccc(-c2nnc(C3CC3)o2)cc1	-19	-1	1	3	-6	-25	0.0	0	-3
COc1ccccc1NS(=O)(=O)c1ccc(C)c(C(=O)N2CCCC2)c1	20	14	12	17	-1	10	0.0	3	-4
CN(Cc1ccccc1)S(=O)(=O)c1ccc(OCC(=O)N2CCOCC2)cc1	-17	-1	20	-7	-2	-13	-0.1	-4	-2
Cn1c(CNc2nc3ccccc3n2CCN2CCCCC2)nc2ccccc21	-16	7	12	-50	11	-14	1.1	-2	-4
CC(C)N1CCC(N2CCN(Cc3cc(F)ccc3-n3cccn3)CC2CCO)CC1 (stereo not given)	-13	-14	22	7	-1	8	-0.6	-2	-1
Cc1ccc(CSc2ncccc2C(=O)O)cc1	0	10	18	6	-2	7	-0.1	0	-1
CCOc1ccc(N(C(C)C(=O)N2CCOCC2)S(C)(=O)=O)cc1 (stereo not given)	-13	-30	7	5	1	-19	0.9	1	-1
Cc1cccc(C(=O)c2ccccc2C(=O)O)c1	6	19	-3	5	0	4	0.7	-3	-3
CCN(CC(O)Cn1c2ccccc2c2ccccc21)S(=O)(=O)c1ccc(C)cc1 (stereo not given)	15	3	42	16	-1	17	0.7	-2	-19
COc1ccc(C2CC2/C(=N/O)c2ccccc2)cc1 (stereo not given)	-11	-7	-44	15	2	17	4.5	0	-1
O=C(COc1ccccc1)Nc1ccccc1N1CCN(c2ccccc2)CC1	-2	13	8	0	6	-5	2.6	1	0

The list is partial, so the mix of outcomes need not match the whole.
